# LYP phosphatase – PTPN22 lymphoid phosphatase activity blockers – biochemical, fluorescence intensity, uHTS (AID 1779); 0.054% of 290,000 active; inhibition, % at 11.5 µM, or IC50 in µM where a hit was titrated; recombinant LYP phosphatase, fluorescence intensity; higher % means a stronger effect; in the data active means inhibition above about 50%;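 further: plate controls were vehicle with enzyme for no effect and no enzyme for full effect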
# An asterisk follows results filed as active. Only part of the results is shown. The share of hits here may be higher or lower than overall.
SMILES | LYP phosphatase
COc1cc(CNn2c(C)n[nH]c2=S)cc(Cl)c1OCC(=O)NC(C)(C)C | -9%
CCOc1ccc(NC2=CC(=O)CCC2)cc1 | -4%
COc1cccc(CN2CCN(Cc3ccco3)CC2)c1 | -9%
CC(CCc1ccccc1)NC(=O)CCc1cn(C)c2ccccc12 (configuration not stated) | -6%
CCCCC(CC)C(=O)Nc1cc(C(=O)NCCC)ccc1N1CCC2(CC1)CC(c1ccccc1)=NO2 (configuration not stated) | -11%
Nc1nonc1-n1nnc(C(=O)N/N=C/c2cccnc2)c1-c1cccs1 | -7%
COc1cccc(CN(C)C(=O)c2sccc2-c2ccccc2)c1OC | -6%
Cc1ccc(-c2csc(N3CCN(c4ccc5nc(-c6ccncc6)n(CCN6CCCCC6)c5c4)CC3)n2)cc1 | -10%
Cc1c(Cl)cccc1NC(=O)c1cccnc1 | -2%
O=C(NCCC(NS(=O)(=O)OCC(Cl)(Cl)Cl)c1ccccc1)C(F)(F)F (configuration not stated) | -2%
O=C(CCc1nc(-c2ccccc2)no1)Nc1cccnc1 | -7%
O=C(Nc1nnc2n1CCS2)c1ccc(Br)o1 | -9%
Cc1ccc(CN2CCC(CNS(=O)(=O)c3ccc(-c4ccc(=O)[nH]n4)s3)CC2)cc1 | -7%
COc1ccc(OC)c(/C=C2\Oc3cc(OCC(=O)N4CC(O)C[C@H]4C(=O)O)ccc3C2=O)c1 (some centres not stated) | 0%
CC(C)N1CCc2c(sc(NC(=O)c3ccc(C(=O)c4ccccc4)cc3)c2C(N)=O)C1 | -7%
Cc1nc2nc(NC(=O)c3ccco3)[nH]n2c(=O)c1C | -8%
CCC(NC(=S)NCc1ccc(F)cc1)c1ccc(C)cc1 (configuration not stated) | -4%
CS(=O)(=O)c1nc(S(=O)(=O)c2ccc(Cl)cc2)c(N2CCC(O)CC2)s1 | -10%
Cc1ccc(C(=O)NNC(=O)c2cccc(Br)c2)cc1 | -10%
Cc1cccc(C)c1NC(=O)CSc1nc2c([nH]1)c(=O)n(C)c(=O)n2C | -6%
Cc1ccc(CN2CCN(C(=O)CCc3ccccc3)CC2)cc1 | -10%
Cn1cc(CN2CCC(n3nccc3NC(=O)Cc3ccccc3)CC2)cn1 | -6%
COc1ccc(C(=O)NC(=S)N2CCOCC2)cc1[N+](=O)[O-] | -10%
COc1ccc(-c2nc(CS(=O)CC(=O)NCc3ccc(F)cc3)c(C)o2)cc1 (configuration not stated) | -5%
C=CCn1c(SCC(=O)Nc2ccc(Br)cc2)nc(O)c(CC)c1=O | -5%
CC(C)(C)OC(=O)N1Cc2ccccc2C[C@H]1C(=O)N1CCC[C@H]1C(=O)O | -6%
CC1C(=O)Nc2ccc(S(=O)(=O)N3CCN(c4cccc(Cl)c4)CC3)cc2NC1=O (configuration not stated) | -1%
Cc1nc(-c2cccc(NC(=O)C(C)Oc3ccccc3)c2)cs1 (configuration not stated) | -10%
O=C(O)C1CCCN(S(=O)(=O)c2ccccc2[N+](=O)[O-])C1 (configuration not stated) | -14%
Cc1cnc(C(=O)NC2CC(C)(C)Cc3c2cnn3-c2ccccc2)cn1 (configuration not stated) | -10%
CCN(CC)c1ccc2c(-c3ccc(S(=O)(=O)O)cc3S(=O)(=O)[O-])c3ccc(=[N+](CC)CC)cc-3oc2c1 | -3%
COc1ccccc1N1CCN(C2CCCN(C(=O)c3csc(C)n3)C2)CC1 (configuration not stated) | -6%
Cc1cccc(CC2CC(=O)N(c3ccc([N+](=O)[O-])cc3)C2=O)c1 (configuration not stated) | -7%
Cc1ccc(NS(=O)(=O)c2c(C)[nH]c(C)c2C(=O)N2CCCCC2)cc1C | -11%
CC1CCN(C(=O)/C(=C\c2ccccc2F)NC(=O)c2ccccc2)CC1 | 3%
Cc1cccc(N(C(=O)CNC(=O)c2ccco2)C(C(=O)NC2CCCCC2)c2cccnc2)c1 (configuration not stated) | -11%
CN(CC(=O)NCc1ccccc1)Cc1cccc(F)c1 | 2%
CCCC(=O)N1CCN(c2nnc(-c3ccc(C)cc3)c3ccccc23)CC1 | -5%
CCCN1C2CCCC1CC(NC(=O)c1ccc(OC)cc1)C2 (configuration not stated) | -14%
Cc1cc(Br)cc(Cl)c1OC(=O)c1cnccn1 | -6%
Cc1ccccc1NC(=O)c1ccccc1NC(=O)c1ccccc1F | -3%
O=C(CN(Cc1ccc(F)cc1)C(=O)c1csnn1)NC1CCCC1 | -7%
COc1ccc(NS(=O)(=O)c2cccc(C(=O)Nc3cccc(C(=O)O)c3)c2)cc1 | -2%
COc1ccc(OCc2nnc(SCC(=O)NC3CC4CCC3C4)o2)cc1 (configuration not stated) | -5%
CC(C)c1ccc(NC2=CC(=O)CC(C)(C)C2)cc1 | -8%
CC(C)C1Nc2ccc(C(=O)NCCCN3CCOCC3)cc2NC1=O (configuration not stated) | -9%
Cc1ccc2c(c1)c(N=Nc1ccc([N+](=O)[O-])cc1)c(O)n2C | -8%
Nn1c(SCC(=O)Nc2cccc(C(F)(F)F)c2)nncc1=O | -8%
COc1cc(C(=O)NCc2cc3ccccc3n2C)cc(OC)c1OC | -10%
COc1cc(/C=C2\SC(N)=NC2=O)cc(Cl)c1O | -8%

# An excerpt from above in order of the LYP phosphatase value, highest first.
Structure	LYP phosphatase
CN(CC(=O)NCc1ccccc1)Cc1cccc(F)c1	2%
COc1cccc(CN(C)C(=O)c2sccc2-c2ccccc2)c1OC	-6%
O=C(CCc1nc(-c2ccccc2)no1)Nc1cccnc1	-7%

# Next section.
SMILES | LYP phosphatase
O=C(CNC1CCCCC1)Nc1cccc(C(F)(F)F)c1 | -7%
COc1ccc(CN2CCNC(=O)C2CC(=O)N(C)Cc2nc(C)cs2)c(OC)c1 (configuration not stated) | -10%
CC(C)n1nnc(-c2ccc(OCc3ccccc3F)cc2)n1 | -10%
COCCSc1nnc(NC(=O)CS(=O)(=O)c2ccccc2)s1 | -9%
CC(Oc1ccc2c3c(c(=O)oc2c1)CCCC3)C(=O)NCc1ccccn1 (configuration not stated) | -10%
CCS(=O)(=O)c1nc(S(=O)(=O)c2ccc(C)cc2)c(N2CC(C)CC(C)C2)s1 (configuration not stated) | -3%
O=C(NCc1ccc2c(c1)OCO2)c1ccc(CS(=O)Cc2cccc(Cl)c2)o1 (configuration not stated) | -3%
COc1c(Cl)cnn(-c2cccc(C)c2)c1=O | -4%
COCCn1cnc2c1c(=O)n(CC(=O)O)c(=O)n2Cc1ccccc1 | -8%
CN(C(=O)c1cc(-c2ccccc2)on1)C1CCCCC1 | -3%
CC1(C)CC(NC(=O)COc2ccc3c4c(c(=O)oc3c2)CCCC4)CC(C)(C)N1 | -12%
CCOc1ccc(N2C(=O)Nc3ccc(Br)cc3C2(O)C(=O)NCCCN(C)C)cc1 (configuration not stated) | -7%
CC(C)(C)c1ccc(/C=C2\CCn3c2nc2cc(C(=O)O)ccc2c3=O)cc1 | -2%
CC(C)[C@H](NC(=O)N1c2ccccc2NC(=O)[C@@H]1C(C)C)C(=O)N[C@@H](C(=O)O)c1ccccc1 | -10%
COc1cccc(NC(=O)CC2C(=O)NC3CCCCC3N2C(=O)c2ccccc2)c1 (configuration not stated) | 0%
CCOc1ccc(NCc2cccn2-c2nnc(N3CCC(C(=O)NCCCN4CCCCC4CC)CC3)s2)cc1 (configuration not stated) | -6%
CCC1CCCCN1C(=O)c1cc(COc2ccc(-n3cncn3)cc2)on1 (configuration not stated) | -6%
O=C(Cn1c(=O)[nH]c2sc3c(c2c1=O)CCCC3)NCC1CCCO1 (configuration not stated) | -8%
CCCN(CCC)S(=O)(=O)c1ccc(C(=O)N2CCN(C)CC2)cc1 | -12%
COc1ccc(C2CCCN2CC(O)COc2ccccc2C(C)C)cc1 (configuration not stated) | -4%
CC(NC(=O)c1ccc(N(C)C)c([N+](=O)[O-])c1)c1ccc(-n2ccnc2)cc1 (configuration not stated) | -8%
OCCN1C2=NCCCN2c2ccccc21 | -6%
Cc1cccc2nc(-c3ccco3)oc(=O)c12 | -4%
CCN1C(=O)c2ccc(C(=O)Nc3cccc(C(=O)O)c3)cc2C1=O | -6%
Cc1ccc(C)c(CN2CCC(CNC(=O)Nc3ccc(F)c(Cl)c3)CC2)c1 | -11%

# Next section, overlapping the part above by 5 compounds.
Compound | LYP phosphatase
CC(NC(=O)c1ccc(N(C)C)c([N+](=O)[O-])c1)c1ccc(-n2ccnc2)cc1 (configuration not stated) | -8%
OCCN1C2=NCCCN2c2ccccc21 | -6%
Cc1cccc2nc(-c3ccco3)oc(=O)c12 | -4%
CCN1C(=O)c2ccc(C(=O)Nc3cccc(C(=O)O)c3)cc2C1=O | -6%
Cc1ccc(C)c(CN2CCC(CNC(=O)Nc3ccc(F)c(Cl)c3)CC2)c1 | -11%
COc1ccc(N2C(=O)c3ccccc3NC2c2ccccc2O)cc1 (configuration not stated) | -4%
CCOC(=O)N1CCC(NC(=O)C2CCCN(Cc3nc(-c4ccc(CC)cc4)oc3C)C2)CC1 (configuration not stated) | -10%
Cc1ccc2c(cnn2C(=O)CCC(=O)NCc2cccc(Cl)c2)c1 | -4%
C=CCNc1nc(NCc2ccccc2)nc(OCC)n1 | -10%
Cc1c(OC(C)C(=O)N2C[C@H]3C[C@@H](C2)c2cccc(=O)n2C3)ccc2c3c(c(=O)oc12)CCC3 (some centres not stated) | -8%
Cc1ccc([N+](=O)[O-])cc1N=C1C(=O)Nc2ccccc21 | -2%
COc1ccc(OC)c(NC(=O)c2nc(S(=O)(=O)Cc3ccccc3)ncc2Cl)c1 | 3%
COc1ccc([N+](=O)[O-])cc1NC(=O)c1csc(C)c1 | -2%
c1ccc(OCC2CCNCC2)nc1 | -6%
O=C(Nc1cccc(F)c1)NC1(C(=O)NCC2CCCO2)CCCCC1 (configuration not stated) | -11%
O=S(=O)(c1ccc(-c2n[nH]c(=S)o2)cc1)N1CCCCC1 | -2%
Cc1cc(NC(=O)c2ccc(Cl)c(S(=O)(=O)N3CCCCC3)c2)no1 | -7%
CCOc1ccc(S(=O)(=O)N2CCCC(C(=O)NCc3ccncc3)C2)cc1Cl (configuration not stated) | -6%
COc1cc(/C=C2\SC(=S)N(NC(=O)c3cccc(O)c3)C2=O)ccc1O | 5%
COc1ccc(S(=O)(=O)n2cnc3ccccc32)cc1OC | -9%
C=CCn1cccc(C(=O)Nc2ccc(OC)c(Cl)c2)c1=O | -4%
COc1ccc(OCc2cc(C(=O)NCCN3CCCC(O)C3)no2)c(Cl)c1 (configuration not stated) | -9%
CC(C)(C)c1ccc(S(=O)(=O)NCc2ccc(C(=O)NCC3CCCO3)cc2)cc1 (configuration not stated) | -8%
Cc1oc(-c2ccc(Cl)cc2)nc1CS(=O)CC(=O)NCc1ccco1 (configuration not stated) | -10%
COc1ccc(OCc2cc(C(=O)NC3Cc4ccccc4C3)no2)c(Cl)c1 | -5%

# Molecules above that have a tert-butyl group, in the order listed:
Compound | LYP phosphatase
COc1cc(CNn2c(C)n[nH]c2=S)cc(Cl)c1OCC(=O)NC(C)(C)C | -9%
CC(C)(C)OC(=O)N1Cc2ccccc2C[C@H]1C(=O)N1CCC[C@H]1C(=O)O | -6%
CC(C)(C)c1ccc(/C=C2\CCn3c2nc2cc(C(=O)O)ccc2c3=O)cc1 | -2%
CC(C)(C)c1ccc(S(=O)(=O)NCc2ccc(C(=O)NCC3CCCO3)cc2)cc1 (configuration not stated) | -8%

# More entries follow:
Compound | LYP phosphatase
Cc1cc(OC(C)C(=O)NCc2ccccn2)c2c(C)c(C)c(=O)oc2c1 (configuration not stated) | -9%
COC(CNC(=O)CN1C(=O)COc2ccc(S(=O)(=O)N3CCOCC3)cc21)OC | -9%
COc1ccc(C(=O)NC2CCCc3c2cnn3-c2ccccc2F)o1 (configuration not stated) | -10%
Cc1ccc(CNC(=O)C2CCC(=O)N(CCc3ccccn3)C2)s1 (configuration not stated) | -11%
O=c1ccc2cc(S(=O)(=O)N3CCN(c4ccccc4F)CC3)ccc2[nH]1 | -2%
COc1ccc(NC(=O)c2cc([N+](=O)[O-])ccc2N2CCCCC2)cc1 | -4%
O=C(OCc1ccccc1C(F)(F)F)c1cc([N+](=O)[O-])ccc1N1CCOCC1 | -2%
COc1ccc(N2CCN(C(=O)c3ccc(S(=O)(=O)N4CCCC4)cc3)CC2)cc1 | 0%
COc1ccc(-c2cc(C(=O)N(C)Cc3ccc(OC)c(OC)c3OC)c3ccccc3n2)cc1OC | -19%
CNC(=O)C(=O)NCC1OCCN1S(=O)(=O)c1ccc(OC)c(OC)c1 (configuration not stated) | -4%
O=C(NC1CCCCC1)c1cc(S(=O)(=O)N2CCOCC2)c(Cl)cc1Cl | -5%
CCc1ccc(C)[n+](CC(=O)c2cccs2)c1 | -7%
CCOc1cc(C(=O)N[C@@H](C)C(=O)N2CCC3(CC2)NCCc2[nH]cnc23)cc(OCC)c1OCC | -5%
O=C(CN(Cc1ccc(Br)cc1)S(=O)(=O)c1ccccc1)NCc1cccnc1 | -10%
Cc1cc(C)cc(NC(=O)C2CCCN(S(=O)(=O)c3ccc4[nH]c(=O)ccc4c3)C2)c1 (configuration not stated) | -8%
CCc1cccc(NC(=O)CCS(=O)(=O)c2cc3c(cc2C)NC(=O)CO3)c1 | -10%

# Ordered by count of non-hydrogen atoms (ascending): 7 of the compounds above
Compound | LYP phosphatase
Cc1ccc(CNC(=O)C2CCC(=O)N(CCc3ccccn3)C2)s1 (configuration not stated) | -11%
COc1ccc(C(=O)NC2CCCc3c2cnn3-c2ccccc2F)o1 (configuration not stated) | -10%
O=c1ccc2cc(S(=O)(=O)N3CCN(c4ccccc4F)CC3)ccc2[nH]1 | -2%
CCc1cccc(NC(=O)CCS(=O)(=O)c2cc3c(cc2C)NC(=O)CO3)c1 | -10%
COc1ccc(N2CCN(C(=O)c3ccc(S(=O)(=O)N4CCCC4)cc3)CC2)cc1 | 0%
Cc1cc(C)cc(NC(=O)C2CCCN(S(=O)(=O)c3ccc4[nH]c(=O)ccc4c3)C2)c1 (configuration not stated) | -8%
COc1ccc(-c2cc(C(=O)N(C)Cc3ccc(OC)c(OC)c3OC)c3ccccc3n2)cc1OC | -19%

# High-throughput results: PubChem BioAssay, Sanford-Burnham Center for Chemical Genomics
